High-throughput results deposited in PubChem by National Center for Advancing Translational Sciences (NCATS).
Pol beta inh: qHTS Assay for Inhibitors of DNA Polymerase Beta | P06746 | Pol beta primer extension/strand displacement, fluorescence kinetic | Potency, µM (top dose mostly 114 µM), without a hit: at the top dose activity change, negative = inhibition, hits mostly inhibitors | 1.3% of 340,000 active | AID 485314, 2010; further: potency means the concentration at half of the fitted maximal effect; on the % scale 0 is the no-effect control and ±100 the full control effect
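Human Pol beta at 10 nM; strand-displacement substrate 50 nM final. Compound exposure 15 min at room temperature before start, reaction 10 min at room temperature.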
Apoferritin bind: qHTS Assay for Identification of Novel General Anesthetics; apoferritin/1-aminoanthracene competitive binding, fluorescence; AID 485281, 2010; Ferritin light chain (Equus caballus), P02791; Potency, µM (highest dose often 77.5 µM), for the others: at the highest dose activity change, negative = displacement, most hits filed as inhibitors; 0.074% of 350,000 active; further: potency means the concentration at half of the fitted maximal effect; on the % scale 0 is the no-effect control and ±100 the full control effect; nearly all actives have a fitted effect of over 20% in size
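Apoferritin-based anesthetic binding model; compound displacement of fluorescent 1-AMA measured as endpoint fluorescence after 10 minutes at room temperature, scaled to free-ligand and complex controls.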
POLH inh: qHTS for Inhibitors of Polymerase Eta; DNA polymerase eta (Homo sapiens), Q9Y253; recombinant Pol eta, fluorescent DNA replication assay; Potency, µM (series often up to 114 µM), for the others: at the highest dose activity change, negative = inhibition, most hits filed as inhibitors; 1.2% of 390,000 active; AID 588591, 2011; further: potency means the concentration at half of the fitted maximal effect; on the % scale 0 is the no-effect control and ±100 the full control effect
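Pol eta (10 nM) was preincubated with compounds for 15 min at room temperature, after which fluorescent replication substrate (50 nM final) was added to start the reaction. Fluorescence was read kinetically at 0 and 10 min.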
RXFP1 antag: qHTS Assay for Antagonists of the Relaxin Receptor RXFP1. Relaxin receptor 1 (Homo sapiens), Q9HBX9. HEK293-RXFP1, relaxin-stimulated cAMP HTRF, 30 min; hits give low values. activity change, negative = inhibition, % at 57.5 µM. 0.59% of 350,000 active. AID 1259400, 2018;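 active means activity change of -60% or lower, but not beyond a set lower limit; inconclusive means change between -60% and -40%, or beyond the set limit; inactive means change above -40%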; further: on the % scale 0 is the no-effect control and ±100 the full control effect
BLM helicase inh: qHTS Assay for Inhibitors of Bloom's syndrome helicase (BLM); RecQ-like DNA helicase BLM (Homo sapiens), P54132; recombinant BLM DNA unwinding, fluorescence dequenching; Potency, µM (titrated, usually from 56.1 µM), without a hit: at the top dose activity change, negative = inhibition, usual class: inhibitors; 0.2% of 350,000 active;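 further: potency means the concentration at half of the fitted maximal effect; plate controls were vehicle for no effect and no enzyme for full effect; nearly all actives have a fitted effect of over 35% in size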
APE1 inh: qHTS Assay for Inhibitors of the Human Apurinic/apyrimidinic Endonuclease 1 (APE1); DNA repair nuclease/redox regulator APEX1 (Homo sapiens), P27695; 0.35% of 350,000 active; Potency, µM (top dose mostly 65.8 µM), for the others: at the top dose activity change, negative = inhibition, hits mostly inhibitors; recombinant APE1, TAMRA/BHQ-2 abasic DNA cleavage fluorescence;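 further: potency means the concentration at half of the fitted maximal effect; plate controls were vehicle for no effect and reference inhibitor for full effect; nearly all actives have a fitted effect of over 55% in size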
Target sequence (P27695 whole entry, looked up): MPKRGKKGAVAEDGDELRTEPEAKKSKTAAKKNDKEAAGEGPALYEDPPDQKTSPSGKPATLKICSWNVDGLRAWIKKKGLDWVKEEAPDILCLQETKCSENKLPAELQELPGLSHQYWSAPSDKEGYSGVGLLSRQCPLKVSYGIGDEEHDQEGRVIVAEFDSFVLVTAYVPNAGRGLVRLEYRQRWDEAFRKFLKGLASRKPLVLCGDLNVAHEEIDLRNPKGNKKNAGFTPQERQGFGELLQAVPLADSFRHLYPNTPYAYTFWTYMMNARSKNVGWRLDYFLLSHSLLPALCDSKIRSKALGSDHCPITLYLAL
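APE1 at 0.75 nM final was preincubated with compound 15 min at room temperature, then 50 nM double-stranded THF abasic-site substrate (5'-TAMRA/3'-BHQ-2) was added. Fluorescence (ex 525/em 598 nm) was read kinetically; third-minus-first read gave activity.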
Tb PGK inh: qHTS Assay to Find Inhibitors of Phosphoglycerate Kinase | Phosphoglycerate kinase, glycosomal (Trypanosoma brucei brucei), P07378 | 0.043% of 380,000 active | Potency, µM (series often up to 57.5 µM), for the others: at the highest dose activity change, negative = inhibition, hits mostly inhibitors | PGK/GAPDH coupled, Kinase-Glo luminescence, 60 min; further: potency means the concentration at half of the fitted maximal effect; on the % scale 0 is the no-effect control and ±100 the full control effect; nearly all actives have a fitted effect of over 60% in size
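Recombinant glycosomal PGK reaction used 1,3-bisphosphoglycerate generated in-well by GAPDH (100nM final) in 100mM TEA pH 7.6, 5mM MgCl2, 0.01% Tween-20. After 60 minutes at room temperature, ATP was read by Kinase-Glo Plus luminescence end-point.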
POLK inh: qHTS for Inhibitors of Polymerase Kappa. Potency, µM (series often up to 107 µM), inactives show at the top dose activity, negative = inhibition, actives largely listed as inhibitors. purified Pol kappa, fluorescent DNA synthesis assay, 10 min. 0.53% of 400,000 active. DNA polymerase kappa (Homo sapiens), Q9UBT6; further: potency means the concentration at half of the fitted maximal effect; on the % scale 0 is the no-effect control and ±100 the full control effect
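Readout: fluorescence, taken kinetically at 0 and 10 min. Conditions: 10 nM Pol kappa, 15 min RT compound preincubation, 50 nM substrate final. Controls: enzyme-free buffer wells.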
POLI inh: qHTS for Inhibitors of Polymerase Iota; Potency, µM (highest dose often 115 µM), without a hit: at the highest dose activity, negative = inhibition, actives largely listed as inhibitors; AID 588590, 2011; DNA polymerase iota (Homo sapiens), Q9UNA4; 1% of 390,000 active; Pol iota fluorescent replication assay, 10 min; further: potency means the concentration at half of the fitted maximal effect
Target sequence (Q9UNA4 whole entry, looked up): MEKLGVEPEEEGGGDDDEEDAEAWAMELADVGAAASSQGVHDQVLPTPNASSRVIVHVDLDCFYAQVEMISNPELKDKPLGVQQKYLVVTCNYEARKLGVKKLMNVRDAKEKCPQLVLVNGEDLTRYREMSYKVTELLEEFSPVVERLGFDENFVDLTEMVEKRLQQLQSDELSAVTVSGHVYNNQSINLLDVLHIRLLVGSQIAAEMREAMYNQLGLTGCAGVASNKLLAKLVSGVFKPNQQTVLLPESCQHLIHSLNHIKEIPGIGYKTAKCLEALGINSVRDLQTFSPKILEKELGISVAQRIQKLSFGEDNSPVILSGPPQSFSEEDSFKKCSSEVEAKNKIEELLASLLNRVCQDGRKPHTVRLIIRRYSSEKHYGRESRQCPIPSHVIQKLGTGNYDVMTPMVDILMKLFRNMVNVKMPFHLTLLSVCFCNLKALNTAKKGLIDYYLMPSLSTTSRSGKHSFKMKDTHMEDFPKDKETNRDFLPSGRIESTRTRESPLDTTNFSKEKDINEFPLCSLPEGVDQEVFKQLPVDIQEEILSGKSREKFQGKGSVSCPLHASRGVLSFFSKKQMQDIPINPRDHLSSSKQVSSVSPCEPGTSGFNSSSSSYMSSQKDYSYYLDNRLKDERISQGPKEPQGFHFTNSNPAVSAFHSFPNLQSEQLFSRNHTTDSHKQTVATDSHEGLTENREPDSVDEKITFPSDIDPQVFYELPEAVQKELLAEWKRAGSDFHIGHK
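Pol iota at 10 nM preincubated 15 min with compounds at room temperature; reaction started with fluorescent substrate, 50 nM final. Fluorescence read kinetically at 0 and 10 min; buffer-only wells as negative control.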
An asterisk follows results filed as active; i = inactive; u = inconclusive; x = no result given; & = joins results of further samples; [ ] = dose if it differs, or a comment. Unless noted, the call rests on the fitted dose curve; in most records, active means well fitted curve in the direction sought with a large enough effect; inconclusive means small, poorly fitted or top-dose-only effect, or another doubt; inactive means no such curve, though single readings can be large; an effect the other way counts as inactive or inconclusive.

Pol beta inh	Apoferritin bind	POLH inh	RXFP1 antag	SMILES	BLM helicase inh	APE1 inh	Tb PGK inh	POLK inh	POLI inh
-2%	-9%	-9%	-8	Cc1ccc(C(=O)NC(NC(=O)c2ccc(C)cc2)C(Cl)Cl)cc1	0%	2%	-6%	-20%	34%[activator]
18%	-3%	-15%	-9	CN(C)CCNC(=O)c1ccccc1	2%	14%	i	0%	-9%
-26%	12%	-13%	5	Cc1ccc(C)c(NC(=O)CSc2nc(-c3ccccc3)cc(=O)[nH]2)c1	2%	x	-7%	0%[60.1 µM]	-21%
-25%	-5%	-17%	5	COc1cc(CNC(=O)c2ccc(Cn3nc(C)c(Cl)c3C)o2)cc(OC)c1	-4%	-18%	-9%[11.5 µM]	-9%	4%
3%	-23%	-7%	2	COc1cc(C)c(S(=O)(=O)NCc2cccs2)cc1C	-14%	-3%	-2%	-4%	4%
u	-11%	-16%	2	CCCCn1c(SCC(=O)c2ccc(O)cc2O)nc2cc(S(N)(=O)=O)ccc21	-9%	-6%	i	-3%	25%
u	-4%	-14%	-19	S=C(c1ccc(-c2cccc(Cl)c2)o1)N1CCOCC1	-6%	-6%	-1%	-2%	25%
-9%	1%	-10%	5	O=C(CN(C(=O)CNC(=O)c1ccco1)c1ccc(F)cc1)NC1CCCC1	-8%	75%[activator]	-3%	6%	37%[activator]
8%	-6%	-2%	0	O=C(Nc1ccc(N=Nc2ccccc2)cc1)c1cccc(Cl)c1	0%	-2%	-2%	-3%	4%[58.9 µM]
-3%	u	-6%	0	CCOc1ccc(C(=O)c2ccc(OCC)c(N)c2)cc1N	-1%	1%	-10%	-11%	-4%
36%	-7%	-18%	-4	CN(CCOc1ccccc1)C(=O)C1CCN(C(=O)c2ccc(Cl)cc2)CC1	-3%	18%	i	-2%	8%
0%	-5%	4%	-1	CC(=O)Cn1cnc2c(cnn2-c2ccccc2)c1=O	1%	40%	1%	6%	27%

Part of the list above in order of length of the SMILES, ascending.
Pol beta inh	Apoferritin bind	POLH inh	RXFP1 antag	SMILES	BLM helicase inh	APE1 inh	Tb PGK inh	POLK inh	POLI inh
-3%	u	-6%	0	CCOc1ccc(C(=O)c2ccc(OCC)c(N)c2)cc1N	-1%	1%	-10%	-11%	-4%
8%	-6%	-2%	0	O=C(Nc1ccc(N=Nc2ccccc2)cc1)c1cccc(Cl)c1	0%	-2%	-2%	-3%	4%[58.9 µM]
-2%	-9%	-9%	-8	Cc1ccc(C(=O)NC(NC(=O)c2ccc(C)cc2)C(Cl)Cl)cc1	0%	2%	-6%	-20%	34%[activator]
36%	-7%	-18%	-4	CN(CCOc1ccccc1)C(=O)C1CCN(C(=O)c2ccc(Cl)cc2)CC1	-3%	18%	i	-2%	8%
-26%	12%	-13%	5	Cc1ccc(C)c(NC(=O)CSc2nc(-c3ccccc3)cc(=O)[nH]2)c1	2%	x	-7%	0%[60.1 µM]	-21%
u	-11%	-16%	2	CCCCn1c(SCC(=O)c2ccc(O)cc2O)nc2cc(S(N)(=O)=O)ccc21	-9%	-6%	i	-3%	25%

The main list resumes, repeating the two entries before the break.
Pol beta inh	Apoferritin bind	POLH inh	RXFP1 antag	SMILES	BLM helicase inh	APE1 inh	Tb PGK inh	POLK inh	POLI inh
36%	-7%	-18%	-4	CN(CCOc1ccccc1)C(=O)C1CCN(C(=O)c2ccc(Cl)cc2)CC1	-3%	18%	i	-2%	8%
0%	-5%	4%	-1	CC(=O)Cn1cnc2c(cnn2-c2ccccc2)c1=O	1%	40%	1%	6%	27%
-6%	-17%	5%	4	COc1ccccc1N1CCN(S(=O)(=O)Cc2ccccc2Cl)CC1	-3%	-1%	-8%	-7%	-11%
0%	0%	-3%	6	O=C(c1ccc([N+](=O)[O-])cc1)c1cc2ccc(O)cc2oc1=O	-3%	12%	-5%	-6%	30%[activator]
x	x	-13%	-1	O=C(COC(=O)c1cc(Br)ccc1O)Nc1ccc2c(c1)OCO2	x	0%	-2%	-16%	32%[activator]
-1%	-6%	-11%	2	CCCC(NS(=O)(=O)c1ccc(OC)cc1)C(=O)O (stereo not given)	-3%	0%	1%	-8%	19%
19%	-6%	-23%	-2	CC(=O)Nc1ccc(NC(=O)CCc2nc3ccccc3c(=O)[nH]2)cc1	-1%	15%	0%	1%	15%
x	x	u	-2	c1ccc2oc(-c3nn4c(Cn5cnc6ccccc65)nnc4s3)cc2c1	x	x	0%	-1%	30%[activator]
x	x	-11%	-5	Cc1cc(C)nc(SCC(=O)NC(=O)c2ccccc2O)n1	x	49%[activator]	i	-4%	89%[activator]
-8%	63%[activator]	-21%	-19	CCN1CCc2c(C#N)c(N3CCCCC3)nc(NCc3ccccc3)c2C1	-3%	4%	-6%	-16%	-8%
2%	0%	-6%	-5	CCCCn1nc(C(=O)Nc2cc(S(=O)(=O)N(C)C)ccc2C)c2ccccc2c1=O	2%	5%	-9%	-4%	u
31%	-12%	1%	7	O=C1c2ccsc2SCCN1Cc1c(F)cccc1Cl	-1%	-4%	x	1%	-28%
27%	u	1%	-16	O=C1CSC(c2cccc(F)c2)N1c1ccc(O)cc1 (stereo not given)	-3%	-3%	i	-10%[60.1 µM]	u
-26%	-11%	0%	-1	Cc1cc(C)cc(-n2nnc(C(=O)NCc3ccc(Cl)cc3)c2N)c1	-5%	9%	-5%	-10%	-18%
x	x	-15%	-11	O=C(COC(=O)Cc1ccc(Cl)c(Cl)c1)Nc1ccc2[nH]c(=O)[nH]c2c1	x	11%	-8%	-19%	23%
x	x	-11%	8	NC(=O)c1ccc(C2SCC(=O)N2CCc2ccccc2)cc1 (stereo not given)	x	-13%	2%	0%	22%
x	x	-27%	x	COC(=O)C1=C(C(=O)OC)[C@@H]2N(C)c3ccc(OC)cc3[C@@]23C[C@@H](C(=O)OC)N(C(=O)CC(C)C)C3=N1	-4%[12.4 µM]	6%[12.4 µM]	9%	-11%	25%
21%	-16%	7%	0	Cc1cc(C)nc(SC2CC(=O)N(c3ccc(Cl)cc3)C2=O)n1 (stereo not given)	0%	32%	-9%	u	-26%
2%	-8%	-16%	-2	Cc1cccc(OCC(=O)Nc2ccc3c(c2)nc(CCN2CCN(c4ccccn4)CC2)n3C)c1	0%	6%	i	-7%	43%[activator]
1%	-4%	-16%	-11	CCCCn1c(=O)[nH]c(=O)c2c1nc(-c1ccccc1F)n2Cc1ccccc1OC	-7%	-4%	-2%	-6%	u
u	-1%&-16%	-20%&-13%	-28&-8	O=C(CSCc1ccc(F)cc1)N1CCN(c2ccccc2)CC1	0%&-2%	-5%	-10%&-11%	-8%[60.1 µM]	23%&10%
-2%	-14%	-16%	-3	Cc1ccc2c(c1)/C(=C/c1ccco1)C(=O)N2	-4%	20%	-7%	-8%	41%[activator]
x	x	-6%	-7	COC1=CC(=O)OC(c2ccco2)C1 (stereo not given)	x	x	-3%	2%	0%
x	x	-20%	-25	CC(OC(=O)[C@@H]1CCCN1C(=O)c1cccs1)C(=O)Nc1cccc([N+](=O)[O-])c1 (stereo not given in full)	x	8%	-2%	-12%	-9%
7%	3%	-23%	-30	Cn1cc(CCCC(=O)NCc2ccccc2Cl)c2ccccc21	0%	x	-10%	5%	44%[activator]
x	x	-12%	4	CC(=O)N1CCN(C(=O)c2ccc(S(=O)(=O)Nc3ccccc3F)cc2)CC1	x	-18%	-5%	-10%	-12%
-1%	-22%	-20%	-31	CC(C)c1cccc(C(C)C)c1OC(=O)NC(=O)c1c(F)cccc1F	-13%	-15%	0%	0%	5%
0%	u	-8%	-20	COc1ccc(CC(=O)Nc2ccc(N3CCCCC3)cc2)cc1	-3%	-5%	-9%	-5%	5%
-10%	-9%	-8%	15	COc1cc(NC(=O)COc2ccc(Br)cc2)ccc1NC(=O)C(C)C	-3%	2%	-2%	-7%	4%
22%	2%	-17%	-12	Cc1ccc(SC(C)C(=O)Nc2ccccc2-c2ccccc2)cc1 (stereo not given)	-8%	2%	-1%	-8%	6%
-1%	-8%	-16%	4	COC(=O)Cc1c(C)nc(SCc2ccccc2)[nH]c1=O	-3%	20%	x	5%	1%
2%	38%[activator]	-11%	x	CC(C)Sc1nc2c(cnn2-c2ccc(F)cc2)c(=O)[nH]1	-1%	-1%	-8%	-9%	-13%
5%	5%	-19%	-1	Cc1nc(CCNC(=O)CC2C(=O)NCCN2Cc2ccc(F)cc2)sc1C (stereo not given)	-3%	9%	-5%	-7%	18%
-11%	-22%	-24%	-39	COc1ccc(-c2nnc(SCC(=O)NCc3ccc(C)cc3)nc2-c2ccc(OC)c(OC)c2)cc1OC	0%	x	-7%	-2%[60.1 µM]	-12%
1%	-21%	-15%	-25	O=C(CSc1nc2cc(Cl)c(Cl)cc2[nH]1)c1ccc2c(c1)OCO2	-15%	u	i	-5%	120%[activator]

An excerpt (hit frequency here may not be typical).
